# Source: PubChem
# HePTP inhibitor: inhibitors of human HePTP phosphatase. recombinant HePTP phosphatase activity, OD absorbance. hit rate 0.64% among 110,000. inhibition, % at 20 µM. P35236. AID 521; in the data active = inhibition above about 50%;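 note: plate controls were vehicle for no effect and reference inhibitor for full effect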
# Target sequence (P35236 whole entry, looked up): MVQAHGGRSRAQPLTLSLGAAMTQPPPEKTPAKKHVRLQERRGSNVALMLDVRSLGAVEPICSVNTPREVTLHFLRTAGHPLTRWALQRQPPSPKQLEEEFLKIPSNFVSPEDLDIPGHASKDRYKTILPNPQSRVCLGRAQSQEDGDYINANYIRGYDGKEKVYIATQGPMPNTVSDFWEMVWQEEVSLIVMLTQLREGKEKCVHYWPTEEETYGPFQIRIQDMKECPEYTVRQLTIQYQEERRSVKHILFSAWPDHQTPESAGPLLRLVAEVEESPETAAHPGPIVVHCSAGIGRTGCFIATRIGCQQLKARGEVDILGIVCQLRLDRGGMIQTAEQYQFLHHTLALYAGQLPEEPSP
# BAP1 inh: blocks human BAP1 ubiquitin-AMC hydrolysis. Q92560. recombinant BAP1, Ub-AMC hydrolysis fluorescence kinetic; stronger effect = lower value. activity remaining (% of control), % at 20 µM. hit rate 0.48% among 72,000. AID 436;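 active = activity remaining at or below 50% of control, provided the compound also passes the data quality filters; inactive = the rest, including low values that fail the filters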;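 note: 100% = DMSO wells rate and 0% = substrate alone blank rate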
# * = called active by the depositor; i = inactive; . = no result given; & = joins results of further samples. Random draw from the library; any-hit rate near 0.83%.
# Start of the data: the first three records as a preview:
SMILES,HePTP inhibitor,BAP1 inh
O=C(NCC(c1cccnc1)N1CCN(c2ccccc2)CC1)c1ccco1 (stereo not drawn),.,95
CC12CN3CC(C)(CN(C1)C31C(=O)N(Cc3ccccc3)c3ccccc31)C2=O (stereo not drawn),0,107
Cc1oc2cc(O)ccc2c(=O)c1Oc1ccccc1,-2,.

# This part in full, repeating the preview:
SMILES,HePTP inhibitor,BAP1 inh
O=C(NCC(c1cccnc1)N1CCN(c2ccccc2)CC1)c1ccco1 (stereo not drawn),.,95
CC12CN3CC(C)(CN(C1)C31C(=O)N(Cc3ccccc3)c3ccccc31)C2=O (stereo not drawn),0,107
Cc1oc2cc(O)ccc2c(=O)c1Oc1ccccc1,-2,.
N#C/C(=C\c1c(N2CCC(C(N)=O)CC2)nc2ccccn2c1=O)S(=O)(=O)c1ccccc1,-3,131
NNCCc1ccccc1,.,97
CC1CCc2c(sc3ncn4c(SCC(=O)NCc5ccco5)nnc4c23)C1 (stereo not drawn),-7,77
CCOC(=O)c1c(NC(=O)CCN2C(=O)c3ccccc3C2=O)sc(C(C)=O)c1C,11,.
CCN(C(=O)CSc1nc2cc(C(=O)OC)ccc2c(=O)n1Cc1ccco1)c1cccc(C)c1,4,.
O=C(CN(c1cccc([N+](=O)[O-])c1)S(=O)(=O)c1ccccc1)N[C@@H]1C[C@H]2CC[C@@H]1C2,10,.
O=C1c2ccccc2C(=O)N1CC(=O)N(Cc1ccccc1)c1cccc([N+](=O)[O-])c1,-5,.
O=C(CC1Oc2ccccc2NC1=O)NCCCN1CCOCC1 (stereo not drawn),11,83
CCNC(=O)CN(c1cccc(Cl)c1)S(=O)(=O)c1ccccc1,16,.
COc1ccc(-c2cc(=O)n3[nH]c(-c4cccc(F)c4)cc3n2)cc1,3,.
Cc1cc(NC(=O)COC(=O)C2CCN(C(=O)c3ccc(Cl)cc3)CC2)no1,15,109
Cc1ccccc1C(=O)Nc1cccc(NC(=O)c2ccc(-c3ccc([N+](=O)[O-])cc3C)o2)c1,-4,.
O=C(O)CCCNS(=O)(=O)c1ccc(NCc2ccccc2)c(C(=O)O)c1,3&7,.
CCOC(=O)c1ccc(NC(=O)COc2cc(C)c(Cl)c(C)c2)cc1,.,57
N#CCC(=O)N1CCN(C(c2ccccc2)c2ccccc2)CC1,103*,.
O=C(NC1CC2CCCC(C1)N2C(=O)NC1CCCCC1)c1ccc(F)cc1 (stereo not drawn),0,89
Cc1ccc2nc(-c3ccc(N4C(=O)C5C6c7ccccc7C(c7ccccc76)C5C4=O)cc3)sc2c1 (stereo not drawn),-7,.
O=C(O)c1cc(Cl)c(Cl)cc1C(=O)N1CCOCC1,-7,93
CN1CCN(c2ccc([N+](=O)[O-])cc2/C=N/NC(=O)c2cccc([N+](=O)[O-])c2)CC1,-13,.
COc1ccccc1NC(=O)C1=C(C)NC(SCC(=O)c2ccc(C)cc2)=C(C#N)C1c1ccco1 (stereo not drawn),9,.
Cc1cc(C)c2nc3s/c(=C\c4ccccc4)c(=O)n3c2c1,6,.
CCSc1nc(N)c2c3c(sc2n1)COC(C)(CC)C3 (stereo not drawn),4,.
CCOc1ccc(C(=O)Nc2ccccc2OC)cc1Br,-6,.
COc1ccccc1N1CCN(CC(=O)Nc2cccc(F)c2)CC1,5,100
COCCCNC(=O)C12CCC(C)(C(=O)C1)C2(C)C (stereo not drawn),6,100
C/C(=N/O)C(O)C12CC3CC(CC(C3)C1)C2 (stereo not drawn),-4,.
NC(=S)N/N=C/c1ccc(C2C=CCC2)s1 (stereo not drawn),0,.
Cc1ccc([N+](=O)[O-])cc1NC(=O)COc1ccccc1Cl,2,.
COc1ccc(N(CC(=O)Nc2ccccc2)S(C)(=O)=O)c(OC)c1,5,.
COc1ccccc1C1CC(c2ccc(Cl)cc2)Nc2nc(N)nn21 (stereo not drawn),3,124
CCOC(=O)c1c(NC(C)=O)sc2c1CCC/C2=N/OC(=O)c1ccccc1,-1,.
O=C(COc1cccc2ccccc12)NNC(=O)Cc1ccc(Cl)cc1,-11,.
O=C(/C=C/c1ccc2c(c1)OCO2)n1cnc2ccccc21,2,.
CC(NC(=O)COc1cccc(Br)c1)C(=O)O (stereo not drawn),0,107
Cc1ccc(CNC(=O)CCS(=O)(=O)c2cccc3nsnc23)cc1,7,.
COC(=O)COc1ccc2ccc(=O)oc2c1,6,.
COC(=O)COc1ccc(/C=C2\C(=O)NC(=O)N(c3ccc(Cl)cc3)C2=O)cc1OC,4,.

# An excerpt of these results, with values ahead of the structure.
HePTP inhibitor	BAP1 inh	smiles
5	.	COc1ccc(N(CC(=O)Nc2ccccc2)S(C)(=O)=O)c(OC)c1
3	124	COc1ccccc1C1CC(c2ccc(Cl)cc2)Nc2nc(N)nn21 (stereo not drawn)
-1	.	CCOC(=O)c1c(NC(C)=O)sc2c1CCC/C2=N/OC(=O)c1ccccc1

# (cont.)
SMILES,HePTP inhibitor,BAP1 inh
COC(=O)c1ccc(C(=O)OC)c(NC(=O)CSc2nc(-c3ccco3)cc(C(F)(F)F)n2)c1,4,.
CCOC(=O)c1c(C)c(C(=O)NCc2cccnc2)c(C)n1CC,5,72
O=C(N/N=C/c1ccc2c(c1)OCO2)c1ccc(CO)nc1,-7,.
COCCCn1c(C)nc2c(c1=O)c1nc3ccccc3nc1n2CCc1ccccc1,8,237
O=C(CN1C(=O)CSC1=O)NC1CCCCC1,-1,104
CCOc1ccc(C(NC(=O)Cc2cc(OC)c(OC)cc2Br)c2ccc(OC)cc2)cc1 (stereo not drawn),-15,.
Cc1ccc(Oc2ccc(-c3nc(N)nc(N)n3)cc2)cc1,2,93
CC1CCCC(C)N1CC(O)COc1ccc(C2CCCCC2)cc1 (stereo not drawn),.,269
O=c1oc2c(CN3CCOCC3)c(O)c(Cl)cc2c2c1CCCC2,0,i
NC(=O)c1cc(-c2ccccc2)nc(N2CCOCC2)n1,2,98
CC(=O)Nc1sc(C(=O)OC(C)C)c(C)c1C(N)=O,8,.
CCOC(=O)C1=C(C)Nc2nc(SCC)[nH]c(=O)c2C1c1ccncc1 (stereo not drawn),-2,.
CCOc1cc(/C=C/C(=O)O)cc(I)c1OC,-9,.
CCC(C)NC(=O)C1CCC(=O)N1Cc1ccc(C)cc1 (stereo not drawn),-2,101
COc1cc(-c2noc(CCC(N)=O)n2)cc(OC)c1OC,4,105
O=C(Cn1ncnn1)OCc1ccccc1Cl,-1,127
N#Cc1nc(Cc2cccc3ccccc23)oc1NCC1CCCO1 (stereo not drawn),8,99
COCCN(CCOC)c1ncnc2c1cnn2-c1ccccc1,6,86
O=C(Nc1ccc(Cc2ccncc2)cc1)c1ccc(-c2cccc(Cl)c2)o1,6,.
O=C(c1ccco1)N1CCC(c2nc(-c3ccccc3Cl)no2)CC1,-10,88
CCCC(=O)Nc1ccc(N2CCOCC2)cc1,-5&10,134
CCN(CC)CCCNC(=O)N[C@@H](Cc1ccccc1)C(=O)O,7,102
CCOC(=O)c1oc2ccccc2c1NC(=O)c1ccc2c(c1)OCO2,7,.
CN(C)CCCNc1cc(Cl)c(S(=O)(=O)N2CCCCC2)cc1C(=O)O,16,82
COC(=O)c1n[nH]c(=O)c2ccccc12,-10,.
CCC(=O)Nc1ccc(NC(=O)c2ccccn2)cn1,5,96
CCOC(=O)CCS(=O)(=O)c1nc(-c2ccccc2)cc(C(F)(F)F)n1,-2,101
CC(=O)/C=C(\C)Nc1ccc(-c2cnc(-c3ccccc3)o2)cc1,10,61
O=C(Nc1ccccc1)c1ccc(-c2ccccc2)cc1,1,.
O=C1COc2ccc(C(=O)NCc3ccc4c(c3)OCO4)cc2N1,0,99

# Some of the entries so far, bar-delimited.
canonical_smiles | HePTP inhibitor | BAP1 inh
O=C(CC1Oc2ccccc2NC1=O)NCCCN1CCOCC1 (stereo not drawn) | 11 | 83
CCNC(=O)CN(c1cccc(Cl)c1)S(=O)(=O)c1ccccc1 | 16 | .
COc1ccc(-c2cc(=O)n3[nH]c(-c4cccc(F)c4)cc3n2)cc1 | 3 | .

# Further structures
SMILES,HePTP inhibitor,BAP1 inh
O=C1OC(c2ccc(F)cc2)=N/C1=C\c1ccc(Cl)cc1,6,.
CC(C)CCn1nnnc1C(c1ccccc1F)N1CCC(C(N)=O)CC1 (stereo not drawn),11,106
Cc1ccc(-c2csc3nnc(SCC(=O)NCc4ccc5c(c4)OCO5)n23)cc1,-3,88
O=[N+]([O-])c1cccc(S(=O)(=O)Nc2ccc(Nc3ccccc3)cc2)c1,10,.
COc1ccc(CCN=Cc2cccn2-c2sc3c(c2C#N)CCCC3)cc1OC,8,.
COc1cc(C2Nc3ccccc3NC3=C2C(=O)CC(c2ccccc2)C3)cc(OC)c1O (stereo not drawn),4,.
CCn1c(CNC(C)=O)nnc1SCC(=O)c1ccc(Br)cc1,8,79
Cc1ccc(/C=N/Nc2cccc3cccnc23)c(O)c1,-8,.
O=C1NC(=S)N/C1=C/c1ccc(Sc2ccccc2)o1,4,.
Cc1cccc(C(=O)Nc2ccc(Cl)cc2C)c1,12,.
O=C1C(Cl)=CC(=NS(=O)(=O)c2ccc(Cl)cc2)c2ccccc21,-5,.
CC(OCC(O)CN(C)CCOc1ccccc1)c1ccc(Cl)cc1 (stereo not drawn),-12,117
COC(=O)c1ccc2ncccc2c1,-6,107
CCOc1ccccc1C(=O)NCc1ccc2c(c1)OCO2,7,129
O=C(O)CC(C(=O)OCCOc1ccccc1)N1CCOCC1 (stereo not drawn),-8,86
CC1(C)CC1(C#Cc1ccccc1)C(=O)O (stereo not drawn),2,.
CCn1c(=O)c(C(=O)Nc2ccc(I)cc2)c(O)c2ccccc21,.,137
COc1ccc2c(c1)CCC1C2CC[C@@]2(C)C1CC[C@@H]2NCCCCCCN1C(=O)C=CC1=O (stereo partly drawn),.,53
C/C(=N\OCC(=O)N=Nc1c(O)n(CN2CCN(C)CC2)c2ccccc12)c1cccs1,-13,.
Cc1noc(C)c1COc1ccc(C(=O)NCc2ccccn2)cc1,0,96

# HePTP inhibitor: what is marked active above
SMILES,HePTP inhibitor,BAP1 inh
N#CCC(=O)N1CCN(C(c2ccccc2)c2ccccc2)CC1,103*,.

# (further entries)
SMILES,HePTP inhibitor,BAP1 inh
CCN(CC)CCN1C(=O)C(=O)/C(=C(/O)c2ccc(C)cc2)C1c1ccncc1 (stereo not drawn),3,.
CC1CC(C)CN(c2ncc3c(n2)CC(c2ccccc2)CC3=O)C1 (stereo not drawn),11,61
S=c1[nH]nc(Cc2ccccc2)n1-c1ccccc1,3,99
COc1ccc(N(CC(=O)N/N=C/c2cccs2)S(=O)(=O)c2ccc(OC)c(OC)c2)cc1,5,.
CCCCCOc1ccc(C(=O)NCC(=O)NCC(=O)OCC)cc1,6,129
COc1ccc(N2C(=O)CC(NC3CCCC3)C2=O)cc1 (stereo not drawn),-6,.
CC(C)Cn1c(=O)c2ccccc2c2ccccc2c1=O,6,85
Cc1cc(C)c(C#N)c(SCS(=O)c2ccc(C(C)(C)C)cc2)n1 (stereo not drawn),10,107
Cc1ccc2oc(-c3ccc(NC(=O)COc4ccccc4)cc3O)nc2c1,11,.
CCn1c(N)c(C(=O)NC)sc1=S,-1,97
